# TcdB inh = TcdB glycohydrolase inhibitors, primary screen, biochemical, single point, plate reader; TcdB glycohydrolase enzymatic assay; inhibition, % at 9.99 µM; 350,000 tested, 0.24% active; in the data active = inhibition above about 10%
# Numbers without * were called inactive; & = joins results of further samples. This is a subset; the hit share may differ from the screen's.
SMILES,TcdB inh
CC(C)CC#Cc1ccc([C@@H]2[C@H](CO)N3C(=O)CN(S(=O)(=O)c4ccccc4)C[C@@H]23)cc1,-0.9
COCC(=O)N1CC2(C1)[C@@H](c1ccccc1)[C@@H](CO)N2CCC(F)(F)F,-0.1
CS(=O)(=O)Nc1ccc2c(c1)[C@@H]1C[C@H](CC(=O)NC3CCCCC3)O[C@H](CO)[C@@H]1O2,-0.6
C[C@H]1CN([C@@H](C)CO)C(=O)CCCn2cc(nn2)CO[C@H]1CN(C)Cc1cccc(O)c1,-0.1
C[C@@H]1CN([C@H](C)CO)S(=O)(=O)c2ccc(-c3ccncc3)cc2O[C@H]1CN(C)C(=O)C1CC1,0.8
CCNC(=O)C[C@@H]1CC[C@H]2[C@H](COc3ccc(NC(=O)c4cccs4)cc3C(=O)N2C)O1,0.1
C[C@H](CO)N1C[C@H](C)[C@H](CN(C)Cc2cccc(F)c2)Oc2cc(-c3cccc(C#N)c3)ccc2S1(=O)=O,-1.7
COCC(=O)Nc1ccc2c(c1)C(=O)N(C)C[C@@H](OC)[C@H](C)CN(C(=O)Cc1ccccn1)[C@@H](C)CO2,-1.8
Cc1ccc(S(=O)(=O)N(C)C[C@@H]2Oc3ccc(NS(=O)(=O)c4c(C)noc4C)cc3CC(=O)N([C@H](C)CO)C[C@H]2C)cc1,-0.1
O=C(N[C@H]1C=C[C@H](CC(=O)N2CCc3ccccc3C2)O[C@@H]1CO)C1CCC1,0.8
CN(C)CC(=O)Nc1ccc2c(c1)[C@H]1C[C@@H](CC(=O)NCc3ccccc3)O[C@H](CO)[C@H]1O2,-0.6
CCNC(=O)[C@@H]1[C@@H](CO)[C@@H]2Cn3c(ccc(-c4ccc(F)cc4)c3=O)[C@H]1N2C(C)=O,0.4
CCCC#Cc1cnc2c(c1)C(=O)N([C@@H](C)CO)C[C@H](C)[C@H](CN(C)C(=O)Nc1ccc(OC)cc1)O2,0.4
O=C(c1cnccn1)N1CC(=O)N2[C@H](CO)[C@H](c3ccc(-c4ccc(F)cc4)cc3)[C@@H]2C1,0.6
COc1ccc(NC(=O)Nc2ccc3c(c2)CC(=O)N([C@H](C)CO)C[C@@H](C)[C@@H](CN(C)S(=O)(=O)c2c(C)noc2C)O3)cc1,2.8
N#C[C@@H]1N[C@@H](CO)[C@H]1c1ccc(C#CC2CCCCC2)cc1,0.2
O=C(N[C@H]1CC[C@@H](CCn2cc(Cc3ccccc3)nn2)O[C@@H]1CO)c1cnccn1,0.0
C[C@@H]1CN([C@@H](C)CO)C(=O)c2cc(NC(=O)c3ccncc3)ccc2O[C@@H](C)CCCCO[C@H]1CN(C)C(=O)Nc1ccc(F)cc1,-2.1
CO[C@@H](CN(C)C(=O)C1CCOCC1)[C@@H](C)CN(C(=O)Nc1ccc(C(F)(F)F)cc1)[C@@H](C)CO,0.6
COC(=O)C[C@H]1CC[C@@H]2[C@H](COc3ccc(NC(=O)Nc4ccccc4C)cc3C(=O)N2C)O1,5.9
COCC#Cc1ccc2c(c1)O[C@@H](CN(C)C(C)=O)[C@@H](C)CN([C@H](C)CO)S2(=O)=O,0.8
COc1ccc(CN(C)C[C@H]2OCCCC[C@@H](C)Oc3ccc(NC(=O)NC(C)C)cc3C(=O)N([C@@H](C)CO)C[C@@H]2C)cc1,1.1
N#C[C@@H]1[C@@H](c2ccc(C#Cc3cccc(F)c3)cc2)[C@H](CO)N1C(=O)C1CC1,1.2
OC[C@@H]1[C@@H](c2ccccc2)C2(CN(Cc3nccs3)C2)N1CCC(F)(F)F,0.4
CO[C@@H]1CN(C)C(=O)c2ccc(NS(=O)(=O)c3ccccc3)cc2OC[C@@H](C)N(Cc2ccccn2)C[C@H]1C,0.4
# Further compounds follow.
SMILES,TcdB inh
C[C@@H]1CN([C@@H](C)CO)C(=O)Cc2cc(NC(=O)Nc3ccc(C(F)(F)F)cc3)ccc2O[C@@H]1CN(C)C(=O)Nc1ccc(F)cc1,-1.0
CN(C)C(=O)C[C@@H]1CC[C@H]2[C@@H](COC[C@@H](O)CN2Cc2nccs2)O1,0.7
COCC(=O)Nc1ccc2c(c1)C(=O)N(C)[C@H]1CC[C@H](CC(=O)NC3Cc4ccccc4C3)O[C@H]1CO2,-0.5
COc1cccc(-c2ccc3c(c2)O[C@@H](CN(C)C(C)=O)[C@H](C)CN([C@H](C)CO)S3(=O)=O)c1,0.8
O=C(C[C@@H]1CC[C@@H](NC(=O)c2cccc(F)c2)[C@@H](CO)O1)Nc1nccs1,-0.7
N#Cc1cccc(-c2ccc(C3[C@@H]4CN(C(=O)Cc5ccncc5)C[C@H]3N4)cc2)c1 (stereo partly specified),0.4&1.0
O=S(=O)(NCC[C@H]1CC[C@H](NS(=O)(=O)c2cccc(Cl)c2)[C@H](CO)O1)c1cccc(F)c1,0.7
Cn1cnc(CCNC(=O)C[C@@H]2CC[C@@H]3[C@H](COC[C@@H](O)CN3C(=O)Nc3ccc(F)cc3)O2)c1,-1.1
O=C(C1=C[C@@H](c2ccc3c(c2)OCO3)C[C@@H](OCc2ccc(CO)cc2)O1)N1CCCCCCC1,0.4
CCCNC(=O)N1[C@@H]2c3ccc(-c4ccccc4OC)c(=O)n3C[C@H]1[C@H](CO)[C@H]2C(=O)N(C)C,1.0
C[C@H]1CN([C@@H](C)CO)C(=O)c2cc(NC(=O)NC3CCCCC3)ccc2O[C@@H]1CN(C)C(=O)Nc1ccc(C(F)(F)F)cc1,0.1
CC(C)NC(=O)N(C)C[C@H]1Oc2cc(C3=CCCCC3)ccc2S(=O)(=O)N([C@H](C)CO)C[C@H]1C,1.3
CC(C)NC(=O)N[C@@H]1CC[C@H](CCn2cc(-c3ccccc3)nn2)O[C@H]1CO,-1.1
C[C@@H]1CN([C@H](C)CO)C(=O)CCCn2nncc2CO[C@@H]1CN(C)C(=O)Nc1cccc(C(F)(F)F)c1,0.2
C[C@H](CO)N1C[C@H](C)[C@H](CN(C)Cc2cncnc2)Oc2cc(-c3cccnc3)ccc2S1(=O)=O,0.5
C[C@@H]1CCCCO[C@@H](CN(C)Cc2ccncc2)[C@H](C)CN([C@H](C)CO)C(=O)c2cc(NC(=O)Nc3ccccc3)ccc2O1,0.5
COc1cc2c(cc1OC)CN(C(=O)[C@H]1[C@@H]3C(=O)O[C@@H](c4ccccc4)[C@@H](c4ccccc4)N3[C@@H](c3ccc(OCCO)cc3)[C@]13C(=O)Nc1ccc(C#CC4(O)CCCCCC4)cc13)CC2,-0.5
COc1ccc(S(=O)(=O)Nc2ccc3c(c2)CC(=O)N([C@@H](C)CO)C[C@@H](C)[C@H](CN(C)S(=O)(=O)c2cccs2)O3)cc1,-0.3
O=C(C[C@H]1CC[C@@H]2[C@H](COC[C@H](O)CN2Cc2ccc(F)cc2)O1)NCc1ccccc1Cl,-0.4
CC=Cc1ccc2n(c1=O)C[C@@H]1[C@@H](CO)[C@H](C(=O)NCCc3ccncc3)N(Cc3cncnc3)[C@H]21 (mixture of isomers),-1.5
C[C@@H]1CN([C@@H](C)CO)C(=O)c2cc(C#C[C@@H](C)O)cnc2O[C@H]1CN(C)C(=O)c1ccc(F)cc1,0.2
O=C(C[C@H]1C[C@@H]2c3cc(NC(=O)c4cccnc4)ccc3O[C@@H]2[C@H](CO)O1)NCc1ccccn1,0.3
C[C@@H]1CN([C@H](C)CO)C(=O)Cc2cc(NC(=O)Nc3ccccc3)ccc2O[C@@H]1CN(C)Cc1ccc(C(F)(F)F)cc1,-0.5
Cc1noc(C)c1S(=O)(=O)Nc1ccc2c(c1)C(=O)N([C@@H](C)CO)C[C@@H](C)[C@@H](CN(C)Cc1ccc3c(c1)OCO3)O2,-7.8
C[C@H]1CN([C@@H](C)CO)C(=O)c2cc(-c3ccc(C(=O)N(C)C)cc3)cnc2O[C@@H]1CN(C)Cc1ccc(C(=O)O)cc1,1.2
# More results
SMILES,TcdB inh
O=C(Nc1cc(F)ccc1F)N[C@@H]1CC[C@@H](CCn2cc(C3CC3)nn2)O[C@@H]1CO,-0.6
O=C(C[C@H]1CC[C@H]2[C@@H](COC[C@@H](O)CN2C(=O)c2ccccn2)O1)NC1CCC1,7.6
C/C=C/c1ccc2c(c1)O[C@H](CN(C)C(=O)Nc1ccc(C(F)(F)F)cc1)[C@H](C)CN([C@H](C)CO)S2(=O)=O,0.1
O=C(Nc1ccc(Cl)cc1)N1[C@@H]2CNC[C@H]1C2c1ccc(/C=C/c2ccccc2)cc1 (stereo partly specified),2.6&-0.7
CCCNC[C@H]1[C@@H](c2ccc(C3=CCCCC3)cc2)[C@@H](CO)N1C(=O)C1CCC1,0.4
C[C@H](NC(=O)C[C@H]1CC[C@@H]2[C@H](COc3ccc(NC(=O)C4CCOCC4)cc3C(=O)N2C)O1)c1ccccc1,0.3
C[C@@H]1CN([C@H](C)CO)C(=O)c2cc(C#CCN(C)C)cnc2O[C@@H]1CN(C)Cc1ccncc1,-0.1
COc1cccc(-c2ccc([C@@H]3[C@H](CO)N4C(=O)CN(C(=O)C5CCC5)C[C@@H]34)cc2)c1,2.0
Cc1noc(C)c1NC(=O)N(C)C[C@@H]1OCCCC[C@H](C)Oc2ccc(NC(=O)Cc3ccccc3)cc2C(=O)N([C@@H](C)CO)C[C@@H]1C,1.1
O=C(C[C@@H]1CC[C@@H]2[C@H](COC[C@H](O)CN2C(=O)Nc2ccc(Cl)cc2)O1)N1CCCCC1,-0.3
C[C@@H]1CN([C@@H](C)CO)S(=O)(=O)c2ccc(-c3ccncc3)cc2O[C@@H]1CN(C)C(=O)CN(C)C,0.4
O=C(N[C@@H]1C=C[C@@H](CC(=O)N2CCC(Cc3ccccc3)CC2)O[C@@H]1CO)c1cnccn1,-0.6
C[C@@H]1CCCCO[C@H](CN(C)S(=O)(=O)c2ccc(F)cc2)[C@@H](C)CN([C@H](C)CO)C(=O)c2cc(NS(=O)(=O)c3ccccc3)ccc2O1,1.1
COc1ccc2c3c([nH]c2c1)[C@@H](CO)N(C(C)=O)CC31CCN(S(=O)(=O)c2cccs2)CC1,2.8
C[C@@H]1CCCCO[C@@H](CN(C)Cc2ccc(C(=O)O)cc2)[C@@H](C)CN([C@H](C)CO)C(=O)c2cc(NC(=O)CCC(F)(F)F)ccc2O1,-0.3
C[C@H]1CN([C@@H](C)CO)C(=O)c2cc(-c3ccccc3)cnc2O[C@H]1CN(C)C(=O)c1cccnc1,1.5
C[C@@H]1CN([C@H](C)CO)C(=O)CCCn2nncc2CO[C@@H]1CN(C)C(=O)Nc1ccc(-c2cccs2)cc1,2.3
C[C@@H]1CN([C@H](C)CO)C(=O)c2cccc(NS(C)(=O)=O)c2O[C@@H]1CN(C)CC1CCCCC1,2.5
CN(C)C(=O)c1ccc(-c2ccc([C@H]3[C@H](CO)N4C(=O)CN(C(=O)C5CCC5)C[C@@H]34)cc2)cc1,0.9
C[C@@H]1CCCCO[C@@H](CN(C)C(=O)Nc2ccc3c(c2)OCO3)[C@@H](C)CN([C@H](C)CO)C(=O)c2cc(NS(=O)(=O)c3ccccc3)ccc2O1,1.0
C[C@@H]1CCCCO[C@@H](CN(C)S(=O)(=O)c2cccs2)[C@@H](C)CN([C@H](C)CO)C(=O)c2cc(NS(=O)(=O)c3ccc(Cl)cc3)ccc2O1,-1.0
C[C@H](CO)N1C[C@H](C)[C@H](CN(C)Cc2ccc(Oc3ccccc3)cc2)Oc2c(NC(=O)Nc3ccc(C(F)(F)F)cc3)cccc2C1=O,1.8
O=C(C[C@H]1CC[C@@H]2[C@H](COC[C@H](O)CN2CC2CCCCC2)O1)NCc1ccc(F)cc1,-2.7
O=C(Cc1ccccn1)N1CC2(C1)[C@H](c1ccccc1)[C@H](CO)N2C(=O)c1ccccc1,-1.8
CCC(=O)Nc1ccc2c(c1)OC[C@H](C)N(Cc1ccccn1)C[C@H](C)[C@@H](OC)CN(C)C2=O,-0.2
CC(=O)N1CCCCN2[C@@H](CO)[C@H](c3ccc(-c4ccc(C)cc4)cc3)[C@@H]2C1,-1.1
COc1ccc(NC(=O)N(C)C[C@@H]2OCCCC[C@H](C)Oc3ccc(NC(=O)Nc4c(C)noc4C)cc3C(=O)N([C@H](C)CO)C[C@@H]2C)cc1,0.2
CC(C)CC#Cc1ccc([C@H]2[C@H](CO)N3C(=O)CN(C(=O)c4cnccn4)C[C@@H]23)cc1,-0.7
O=C(C[C@H]1CC[C@H]2[C@@H](COC[C@H](O)CN2S(=O)(=O)c2ccc(F)cc2)O1)N[C@@H]1CCN(Cc2ccccc2)C1,-0.7
CO[C@H]1CN(C)C(=O)c2cc(NC(=O)C3CCC3)ccc2OC[C@H](C)N(Cc2ccccn2)C[C@H]1C,0.8

# For reference, part of the list above.
SMILES,TcdB inh
O=C(Nc1cc(F)ccc1F)N[C@@H]1CC[C@@H](CCn2cc(C3CC3)nn2)O[C@@H]1CO,-0.6
O=C(C[C@H]1CC[C@H]2[C@@H](COC[C@@H](O)CN2C(=O)c2ccccn2)O1)NC1CCC1,7.6
C/C=C/c1ccc2c(c1)O[C@H](CN(C)C(=O)Nc1ccc(C(F)(F)F)cc1)[C@H](C)CN([C@H](C)CO)S2(=O)=O,0.1
O=C(Nc1ccc(Cl)cc1)N1[C@@H]2CNC[C@H]1C2c1ccc(/C=C/c2ccccc2)cc1 (stereo partly specified),2.6&-0.7
CCCNC[C@H]1[C@@H](c2ccc(C3=CCCCC3)cc2)[C@@H](CO)N1C(=O)C1CCC1,0.4
C[C@H](NC(=O)C[C@H]1CC[C@@H]2[C@H](COc3ccc(NC(=O)C4CCOCC4)cc3C(=O)N2C)O1)c1ccccc1,0.3
C[C@@H]1CN([C@H](C)CO)C(=O)c2cc(C#CCN(C)C)cnc2O[C@@H]1CN(C)Cc1ccncc1,-0.1
COc1cccc(-c2ccc([C@@H]3[C@H](CO)N4C(=O)CN(C(=O)C5CCC5)C[C@@H]34)cc2)c1,2.0
Cc1noc(C)c1NC(=O)N(C)C[C@@H]1OCCCC[C@H](C)Oc2ccc(NC(=O)Cc3ccccc3)cc2C(=O)N([C@@H](C)CO)C[C@@H]1C,1.1
O=C(C[C@@H]1CC[C@@H]2[C@H](COC[C@H](O)CN2C(=O)Nc2ccc(Cl)cc2)O1)N1CCCCC1,-0.3
C[C@@H]1CN([C@@H](C)CO)S(=O)(=O)c2ccc(-c3ccncc3)cc2O[C@@H]1CN(C)C(=O)CN(C)C,0.4
O=C(N[C@@H]1C=C[C@@H](CC(=O)N2CCC(Cc3ccccc3)CC2)O[C@@H]1CO)c1cnccn1,-0.6
C[C@@H]1CCCCO[C@H](CN(C)S(=O)(=O)c2ccc(F)cc2)[C@@H](C)CN([C@H](C)CO)C(=O)c2cc(NS(=O)(=O)c3ccccc3)ccc2O1,1.1
